Bioassay records deposited in PubChem by National Center for Advancing Translational Sciences (NCATS).
TDP1 cell CPT – growth inhibition of DT40 Tdp1-/-;hTDP1 cells with camptothecin (screen for TDP1 inhibitors) | Potency, µM (top dose mostly 46.2 µM), inactives show top-dose activity change, negative = growth inhibition, actives largely listed as inhibitors | AID 686979 | hit rate 12% among 420,000 | chicken DT40 Tdp1-/-;hTDP1 cells + 20 nM CPT, ATP luminescence, 48 h; further: nearly all actives have a fitted effect of over 55% in size
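Cell growth measured by CellTiter-Glo luminescence after a minimum 48 h, 37 C compound exposure with 20 nM CPT in Tdp1-knockout DT40 cells stably expressing hTDP1, seeded 400/well; qHTS titration format.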
DT40 TDP1 no CPT – qHTS for Inhibitors of human tyrosyl-DNA phosphodiesterase 1 (TDP1): qHTS in cells in absence of CPT; Potency, µM (titrated, usually from 46.2 µM), for the others: at the highest dose activity change, negative = growth inhibition, usual class: inhibitors; hit rate 15% among 420,000; DT40 Tdp1-/- hTDP1 cells, no CPT, ATP luminescence, 48 h; AID 686978, 2013; further: nearly all actives have a fitted effect of over 55% in size
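No-CPT arm: Tdp1-/-;hTDP1 DT40 cells (400/well) plus compounds, incubated ≥48 hr at 37 °C. Readout CellTiter-Glo luminescence.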
GCN5L2 inh – GCN5L2 (KAT2A) acetyltransferase inhibition; GCN5L2 HAT assay, ThioGlo1 CoA-SH fluorescence; Q92830; hit rate 0.21% among 390,000; Potency, µM (top dose mostly 58.9 µM), for inactives: at the highest dose activity change, negative = inhibition, actives largely listed as inhibitors
Target sequence (Q92830 whole entry, looked up): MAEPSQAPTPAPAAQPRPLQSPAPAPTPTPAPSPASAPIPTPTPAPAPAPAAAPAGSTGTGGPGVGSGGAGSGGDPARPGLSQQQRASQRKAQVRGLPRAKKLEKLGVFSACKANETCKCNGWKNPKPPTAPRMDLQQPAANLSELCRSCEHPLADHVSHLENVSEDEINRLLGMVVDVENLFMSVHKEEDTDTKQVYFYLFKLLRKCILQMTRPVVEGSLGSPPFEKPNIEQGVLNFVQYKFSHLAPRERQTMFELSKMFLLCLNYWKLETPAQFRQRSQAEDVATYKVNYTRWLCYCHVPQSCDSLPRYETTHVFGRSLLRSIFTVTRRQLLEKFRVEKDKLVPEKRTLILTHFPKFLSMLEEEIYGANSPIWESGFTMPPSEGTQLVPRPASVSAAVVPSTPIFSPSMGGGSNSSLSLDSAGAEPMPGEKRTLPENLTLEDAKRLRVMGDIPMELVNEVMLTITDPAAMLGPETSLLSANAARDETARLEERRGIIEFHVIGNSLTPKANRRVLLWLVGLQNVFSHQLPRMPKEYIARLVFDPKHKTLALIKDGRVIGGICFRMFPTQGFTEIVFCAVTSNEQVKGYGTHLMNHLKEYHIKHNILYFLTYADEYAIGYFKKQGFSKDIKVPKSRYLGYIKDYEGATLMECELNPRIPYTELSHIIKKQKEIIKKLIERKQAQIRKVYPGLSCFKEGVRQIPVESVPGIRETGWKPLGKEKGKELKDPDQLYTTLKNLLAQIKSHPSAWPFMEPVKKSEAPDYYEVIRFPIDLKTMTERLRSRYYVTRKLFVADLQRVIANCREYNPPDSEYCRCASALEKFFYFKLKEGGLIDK
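Titration-based screen in which CoA formation is detected via maleimide probe ThioGlo1 (50uM) turning fluorescent on thiol reaction; substrates H3(1-25) 75uM and acetyl-CoA 70uM, GCN5L2 20nM, 20 min incubation at room temperature.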
* = called active by the depositor; ? = inconclusive; . = not tested or not shown; & = joins results of further samples; [ ] = remark or other dose. The call rests on the fitted dose curve; in most records, active means well fitted curve in the direction sought with a large enough effect; inconclusive means small, poorly fitted or top-dose-only effect, or another doubt; inactive means no such curve, though single readings can be large; an effect the other way counts as inactive or inconclusive. On the % scale 0 is the no-effect control and ±100 the full control effect; potency means the concentration at half of the fitted maximal effect.

Every second line gives: DT40 TDP1 no CPT | TDP1 cell CPT | GCN5L2 inh
COc1cccc(NC(=O)C2CCN(c3nn4cc(-c5ccc(F)cc5)nc4s3)CC2)c1
  ? | 13µM* | -6%
N#CCCn1cc(/C=N/NC(N)=S)c(-c2ccc(-c3ccccc3)cc2)n1
  4.1µM* | ? | -11%
COc1ccc(C(=O)NCCCCCC(=O)O)cc1OC
  4% | -2% | .
CC(=O)c1ccc(NC(=O)c2cccc(NC(=O)c3ccccc3)c2)cc1
  -23% | -11% | -21%
CC(C)(C)CC(=O)NCCCN1CCOCC1
  -7% | -21% | 0%
O=S(NCc1ccco1)C12CC3CC(CC(C3)C1)C2 (configuration not stated)
  -14% | -18% | -11%
Cc1ccnc(NC(=O)CCc2c[nH]c3ccccc23)c1
  -6% | -18% | -3%
O=C(NCc1ccc(F)cc1F)[C@@H]1CCCN1C(=O)[C@@H]1CCCN1C(=O)c1ccc(Cl)cc1
  ? | ? | .
CCc1ccc(NS(=O)(=O)c2cc(OC)ccc2OC)cc1
  ? | ? | -8%
Cc1oc(-c2cccc(NC(=O)c3ccccn3)c2)nc1CNC(=O)c1ccc(C(F)(F)F)cc1
  -24% | 0%[9.04 µM] | .
COc1ccc(NC(=O)C2CCN(c3ccc(Sc4ccc(C)cc4)nn3)CC2)c(OC)c1
  ? | ? | -5%
C[C@@H]1CCCCO[C@H](CN(C)C(=O)C2CCCCC2)[C@@H](C)CN([C@H](C)CO)C(=O)c2cc(N(C)C)ccc2O1
  ? | ? | .
O=C(CNC(=S)N(Cc1ccccc1)Cc1cccnc1)N1CCOCC1
  -4% | -7% | -1%
CC1CCCC(C)N1C(=O)CSc1nnc(-c2ccco2)n1C (configuration not stated)
  7% | -2% | 2%
Cc1ccc(NC(=S)C2=C(O)c3ccccc3N(C)S2(=O)=O)cc1
  21µM* | ? | -7%
COc1ccc(CCNC(=O)Cn2c(=O)n(-c3ccc(OC)c(OC)c3)c(=O)c3ccccc32)cc1OC
  -4% | -6% | -5%
COc1cccc(Cn2cccc(NC(=O)Nc3ccccc3C)c2=O)c1
  ? | ? | 4%
O=C(CNS(=O)(=O)N1CCOCC1)N/N=C/c1cccnc1
  -12% | 32%[activator] | -1%
O=C(NCC(=O)N(CC1CCCO1)C(C(=O)NC1CCCCC1)c1ccc(F)cc1)c1ccco1 (configuration not stated)
  -3% | -3% | -4%
CC1(C)CC(=O)C=C(c2n[nH]nc2C2CCCCC2)C1
  -11% | -1% | .
COc1ccc(N2CC(C(=O)N[C@@H](C)C(=O)N[C@H](CO)c3ccccc3)CC2=O)cc1 (some centres not stated)
  -16% | -2% | 0%
Cc1ccc2ccccc2c1C(O)c1ncc(-c2cccc(C(F)(F)F)c2)[nH]1 (configuration not stated)
  ? | -25% | .
COc1cc(/C=C(\C#N)c2nc3ccccc3n2C)cc(OC)c1O
  -8% | ? | -6%
COc1ccc(Nc2c(C3CC3)nc3nc(C)cc(C)n23)cc1
  ? | ? | .
CN(Cc1ccccc1)c1nc2c(S(=O)(=O)c3ccccc3)nnn2c2ccsc12
  -22% | 1% | -12%
CC(NC(=O)COC(=O)Cc1cccs1)c1ccc(F)cc1 (configuration not stated)
  1% | -24% | .
CC(C)n1c(O)c(N=NC(=O)Cc2csc(N3CCOCC3)n2)c2ccccc21
  ? | ? | -9%
O=C(CCN1C(=O)S/C(=C\c2ccc(F)cc2)C1=O)Nc1ccc(C(=O)O)c(O)c1
  1% | ? | -3%
COc1ccc(-c2nc3sc(CCNC(=O)c4ccco4)c(C)n3n2)cc1
  13µM* | ? | -3%
c1ccc(CCCN2CCOCC2)cc1
  0% | -17% | -4%
Cc1ccc(S(=O)(=O)Cc2csc(N)n2)cc1
  3% | 7% | -2%
O=C(CN1CCOCC1)Nc1ccccc1
  -3% | 3% | -4%
CCOc1ccc2oc(=O)cc(CN3CCN(c4ccc(OC)cc4)CC3)c2c1
  21µM* | ? | -8%
COc1ccccc1CNC(=O)CCCn1c(=O)c2ccccc2n(CC(=O)NC2CCCC2)c1=O
  ? | -22% | -15%
O=C(CCCC(=O)OCC(Cl)=C(Cl)Cl)Nc1ccc(F)cc1
  -7% | -2% | -5%
O=C(Cc1ccccc1)c1ccccc1C(=O)N1CCCCC1
  -8% | 2% | -3%
CC(=O)N1c2ccc(S(=O)(=O)N3CCCC(C(=O)Nc4cccc(Cl)c4)C3)cc2CC1C (configuration not stated)
  21µM* | 16µM* | -4%
N#Cc1ccc(C(=O)OCC(=O)NC2CCCC2)cc1
  -3% | -6% | -3%
N#CCC(=O)Nc1ccc(C(=O)OCC(=O)NCc2ccc3c(c2)OCO3)cc1
  -3% | 0% | -18%
COc1ccc(-c2nc(CSCC(=O)N3CCc4ccccc43)c(C)o2)cc1OC
  -23% | ? | -29%

A stretch from further up:
Every second line gives: DT40 TDP1 no CPT | TDP1 cell CPT | GCN5L2 inh
Cc1ccc(S(=O)(=O)Cc2csc(N)n2)cc1
  3% | 7% | -2%
O=C(CN1CCOCC1)Nc1ccccc1
  -3% | 3% | -4%
CCOc1ccc2oc(=O)cc(CN3CCN(c4ccc(OC)cc4)CC3)c2c1
  21µM* | ? | -8%

Additional compounds
Every second line gives: DT40 TDP1 no CPT | TDP1 cell CPT | GCN5L2 inh
Cc1ccc(N(CC(=O)NC(C)c2ccccc2)S(=O)(=O)c2c(C)noc2C)cc1 (configuration not stated)
  16µM* | ? | -6%&-1%
O=C1Nc2c(c(=O)[nH]c(=O)n2-c2ccccc2)C1(NS(=O)(=O)c1ccc(Cl)cc1)C(F)(F)F (configuration not stated)
  4% | 2% | 0%
CCN(CC)C(=O)Cn1cnc2sc(C(=O)N3CCN(c4ccc(F)cc4)CC3)c(C)c2c1=O
  -20% | -7% | -5%
C/C(=N\NC(=O)c1ccc(C)cc1C)c1ccc2c(c1)Nc1ccccc1S2
  16µM* | ? | -7%
CC1CC(C)CN(C(=O)C(C)N2CCN(S(=O)(=O)c3ccc(Br)s3)CC2)C1 (configuration not stated)
  ? | ? | -4%
Cc1cc(OC(C)C(=O)N(Cc2ccco2)C2CCS(=O)(=O)C2)cc(C)c1Cl (configuration not stated)
  21µM* | ? | -17%
CC(C)[C@H](NC(=O)c1ccco1)C(=O)OCC(=O)c1ccc(Br)s1
  3% | -5% | -5%
Cn1cc(C(=O)c2ccc(Cl)cc2Cl)cc1C(=O)O
  -13% | 3% | -3%
CC12CCC(=O)N1C(C(=O)Nc1cc(C(F)(F)F)ccc1N1CCCCC1)CS2 (configuration not stated)
  ? | ? | -8%
COc1ccc(NC2CCCN(C(=O)c3cc4ncccn4n3)C2)cc1 (configuration not stated)
  3% | 8% | -12%

Profiles as entered above. Order of screens: DT40 TDP1 no CPT, TDP1 cell CPT, GCN5L2 inh
COc1cccc(NC(=O)C2CCN(c3nn4cc(-c5ccc(F)cc5)nc4s3)CC2)c1 as listed: ?, 13µM*, -6%
CC1CC(C)CN(C(=O)C(C)N2CCN(S(=O)(=O)c3ccc(Br)s3)CC2)C1 (configuration not stated) as listed: ?, ?, -4%
Cc1ccnc(NC(=O)CCc2c[nH]c3ccccc23)c1 as listed: -6%, -18%, -3%
O=C1Nc2c(c(=O)[nH]c(=O)n2-c2ccccc2)C1(NS(=O)(=O)c1ccc(Cl)cc1)C(F)(F)F (configuration not stated) as listed: 4%, 2%, 0%
COc1cccc(Cn2cccc(NC(=O)Nc3ccccc3C)c2=O)c1 as listed: ?, ?, 4%

Later entries.
Every second line gives: DT40 TDP1 no CPT | TDP1 cell CPT | GCN5L2 inh
CCn1nc(CC(=O)Nc2nnc(CC(=O)N3CCCC3)s2)c2ccccc2c1=O
  9% | 4% | -3%
Cc1[nH]c2ccccc2c1C(=O)CNc1ccc(Br)cc1
  ? | ? | .
CC1CCCC(C)N1C(=O)CSc1ncccn1 (configuration not stated)
  9% | 5% | 2%
CC1CCCCC1NC(=O)CSc1nc2ccccc2c(=O)n1Cc1ccco1 (configuration not stated)
  -24% | ? | 4%
COc1ccc(-n2c(SCC(=O)NCc3cccs3)nnc2-c2ccoc2C)cc1
  ? | -26% | -4%
CC(C)(C)CC(C)(C)N1CNC(=S)NC1
  -6% | ? | 2%
O=C(O)CN1CCc2ccccc2C1
  -34% | -11% | 2%
CC(C)c1ccc(NC(=O)C(=O)c2cn(CC(=O)N3CCCCC3)c3ccccc23)cc1
  ? | ? | 1%
COc1cccc(NC(=O)Cc2nnc(SCC(=O)NC3CCCC3)n2C)c1
  ? | -8% | -2%
COCc1nnc(NC(=O)CSCc2ccccc2)s1
  5% | -1% | -8%
Clc1ccccc1N1CCN(Cc2ccc(Br)o2)CC1
  -27% | 9% | .
COc1ccc(CCC(C)NCc2ccc(Cl)c(Cl)c2)cc1 (configuration not stated)
  -12% | -28% | -7%
Cc1cccc(NC(=O)Nc2ccc(Cl)cc2)n1
  2% | 1% | -15%
Cc1ccc(C(=O)OCC(=O)N2CCCC2)cc1
  -7% | 10% | -3%
CN1CCN(c2ccc(-c3cc(NC=O)c4ncc(-c5ccccc5)n4c3)cc2)CC1
  16µM* | 21µM* | .
O=C(/C=C/c1c(F)cccc1Cl)Nc1ccc(S(=O)(=O)Nc2ncccn2)cc1
  -3% | -1% | -1%
Cc1ccc(NC(=O)COC(=O)CCC2CCCC2)c(Br)c1
  -23% | -2% | -8%
N#Cc1ccc(C(S(=O)(=O)Cc2ccccc2)S(=O)(=O)Cc2ccccc2)cc1
  ? | ? | .
O=C(N/N=C/C(Cl)=C/c1ccccc1)c1ccco1
  ? | ? | -15%
O=C(NCC(c1ccco1)N1CCN(c2ccccc2)CC1)C(=O)NC1CC1 (configuration not stated)
  2% | 0% | 1%

An excerpt from above in order of length of the SMILES, rising.
Every second line gives: DT40 TDP1 no CPT | TDP1 cell CPT | GCN5L2 inh
Cc1ccc(C(=O)OCC(=O)N2CCCC2)cc1
  -7% | 10% | -3%
Clc1ccccc1N1CCN(Cc2ccc(Br)o2)CC1
  -27% | 9% | .
N#Cc1ccc(C(S(=O)(=O)Cc2ccccc2)S(=O)(=O)Cc2ccccc2)cc1
  ? | ? | .

Next part.
Every second line gives: DT40 TDP1 no CPT | TDP1 cell CPT | GCN5L2 inh
CC(C)n1c(=N)c(C(=O)NCc2cccnc2)cc2c(=O)n3ccccc3nc21
  -9% | -6% | -1%
O=C(CC(C(=O)NCc1ccccc1)c1nc2ccccc2c(=O)[nH]1)NCc1ccccc1 (configuration not stated)
  -1% | ? | -2%
CCC(=O)N1CC(C)C(=O)Nc2ccccc21 (configuration not stated)
  -16% | -5% | -2%
COCC(C)n1c(SCC(=O)NC2CCCCC2)nc2ccccc2c1=O (configuration not stated)
  2% | -5% | .
O=C(CCCC(=O)NNC(=O)Nc1ccccc1)NNC(=O)Nc1ccccc1
  -11% | 4% | -3%
CCCOC(=O)c1cccc(NC(=O)c2cccnc2)c1
  5.8µM* | 9.2µM* | 0%
CCCOc1ccc(F)cc1-c1cc(C(=O)NCc2cc(OC)cc(OC)c2)[nH]n1
  ? | 18µM* | .
Cc1ccc(NC(=O)C(C)Sc2n[nH]c(CNc3ccccc3)n2)cc1 (configuration not stated)
  -6% | ? | -5%
CCOc1cc(/C=N/N2CCN(Cc3ccccc3)CC2)ccc1O
  -3% | 16% | -2%
O=C(NCC(O)c1ccccc1)c1ccc(Cl)c(S(=O)(=O)N2CCCCC2)c1 (configuration not stated)
  -11% | ? | 2%
CCN(C1=NS(=O)(=O)c2ccccc21)N(CC)S(=O)(=O)c1ccc(C)cc1
  ? | ? | -9%
COc1ccc(C(=O)NCCN2CCOCC2)cc1[N+](=O)[O-]
  -8% | ? | 1%
CCOC(=O)C[n+]1c(C)ccc2c1CCC2
  4% | -8% | -5%
O=C(CCS(=O)(=O)Cc1cccc(Cl)c1)NCCc1ccccc1
  -29% | -3% | -21%
Nc1ncnc2c1ncn2[C@@H]1O[C@H](C(=O)NS(=O)(=O)c2c(Cl)nc3sccn23)[C@@H](O)[C@H]1O
  0% | 3% | .
COC(=O)c1ccc2nc(-c3ccc(Cl)cc3)c(Cc3cccc(F)c3)n2c1
  23µM* | 21µM* | .
Brc1ccc(-n2cnc(-c3ccccc3)c2)cc1
  ? | ? | 1%
CCOC(=O)c1c(NS(C)(=O)=O)sc2c1CCC(C)C2 (configuration not stated)
  ? | -16% | -5%
Cc1ccc(Cl)cc1NC(=O)C(=O)N1CCCCC1
  -12% | -1% | 1%
CCOc1ccccc1CN1CCc2nc(N3CCN(C)CC3)ncc2C1
  ? | ? | -3%

Compounds as they come. Share with any hit: about 18%.
